# Assay outcomes (PubChem)
# NCOA2 inhibitor = inhibition of GAL4-SRC2 driven luciferase reporter, primary screen, SRC2 inhibitor project, cell-based, luminescence. Nuclear receptor coactivator 2 (Homo sapiens), Q15596. 370,000 tested, 0.17% active. inhibition, % at 9 µM. HEK293 GAL4-SRC2 luciferase reporter;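 active = inhibition above the mean inhibition of all tested compounds plus 3 SD, set per campaign, cut at about 52% in these data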;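 note: 0% = DMSO treated cells and 100% = cells given Gossypol at 36 µM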
# ABCB6 inh 2 = ABCB6 transporter inhibitors, primary screen, K562-ABCB6 cells, flow cytometry, MLPCN library. ATP-binding cassette sub-family B member 6 (Homo sapiens), Q9NP58. K562-ABCB6 porphyrin accumulation, 1 h; stronger effect = lower value. fluorescence ratio to DMSO, % at 10 µM. 360,000 tested, 0.19% active;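 active = fluorescence ratio to DMSO below 75%, the collection mean minus 3 SD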;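 note: signal is porphyrin accumulated inside mitochondria; 100% equals median channel fluorescence of DMSO control wells; lower ratio means ABCB6 inhibition with less porphyrin fluorescence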
# Glyco luc inh = increase of ERlucT glycosylation luciferase signal, primary screen, N-linked glycosylation inhibitor project, D54 ERlucT cells, luminescence, set 2 | D54 ERlucT glycosylation luciferase reporter, 24 h; percent of 100 nM tunicamycin response | reporter increase, % at 12.5 µM | 360,000 tested, 0.23% active | AID 588692, 2011;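 active = mean luciferase reporter signal, scaled so untreated is 0 and the glycosylation-blocking control 100, at or above a set limit in every replicate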;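 note: luciferase carries N-glycosylation sites so blocking glycosylation raises the light; 0% = median of neutral control wells and 100% = median of 100 nM tunicamycin wells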
# m5-HT2A agonist = mouse Htr2a agonists via beta-arrestin recruitment, primary screen, cell-based, luminescence; 5-hydroxytryptamine receptor 2A (Mus musculus), P35363; CHO-K1 mHTR2A beta-arrestin complementation; percent of 30 µM serotonin response; activation, % at 7.6 µM; 360,000 tested, 0.66% active; AID 624169, 2012;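 active = activation above a run cutoff, the mean activation of all tested compounds plus 3 SD, cut at about 14% in these data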;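 note: 0% = plate median of compound wells and 100% = 30 µM serotonin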
# Target sequence (P35363 whole entry, looked up): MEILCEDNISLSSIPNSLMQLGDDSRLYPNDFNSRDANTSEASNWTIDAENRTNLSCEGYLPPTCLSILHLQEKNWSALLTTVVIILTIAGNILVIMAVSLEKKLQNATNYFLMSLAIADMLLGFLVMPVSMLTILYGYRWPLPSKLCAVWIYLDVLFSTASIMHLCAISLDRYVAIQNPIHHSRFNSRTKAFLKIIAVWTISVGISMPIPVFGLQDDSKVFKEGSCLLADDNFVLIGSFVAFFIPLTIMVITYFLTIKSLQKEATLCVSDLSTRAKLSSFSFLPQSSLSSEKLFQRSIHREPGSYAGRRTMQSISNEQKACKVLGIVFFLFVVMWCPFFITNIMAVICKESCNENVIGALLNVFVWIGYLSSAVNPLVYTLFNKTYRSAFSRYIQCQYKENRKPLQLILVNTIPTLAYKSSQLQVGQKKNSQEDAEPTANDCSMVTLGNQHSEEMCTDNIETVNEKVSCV
# MC4R barr agon = MC4R agonists recruiting beta-arrestin, primary screen, cell-based, luminescence, agonist arm of biased-ligand search; U2OS MC4R beta-arrestin complementation; percent of melanotan II response, DMSO zero; activation, % at 8.9 µM; Melanocortin receptor 4 (Homo sapiens), P32245; AID 540308, 2011; 360,000 tested, 0.98% active;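 active = activation above a per-plate cutoff, the mean activation of sample wells on that plate plus 3 SD, cut at about 8% in these data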
# Cardio protect = cardioprotection against H2O2-induced cell death, primary screen, uHTS, H9c2 cells, ATPLite luminescence; 360,000 tested, 0.63% active; H9c2 cardiomyocytes, H2O2 injury protection, 2 h; protection from H2O2 cell death, % at 20 µM;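 active = compounds giving at least 50% protection of heart cells from peroxide-induced death in the single-dose screen, raw or plate-pattern-corrected value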;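 note: 0% = DMSO wells with peroxide and 100% = DMSO wells without peroxide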
# NOD2 RIPK2 PPI = NOD2-RIPK2 binding disruptors in cells, primary screen, fluorescence, CHO cells, BLA complementation. Receptor-interacting serine/threonine-protein kinase 2 (Homo sapiens), O43353. CCF4 ratio. 360,000 tested, 0.38% active. inhibition, % at 4.98 µM; in the data active = inhibition above about 21%;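 note: 0% = vehicle only and 100% = reference blocker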
# Target sequence (O43353 whole entry, looked up): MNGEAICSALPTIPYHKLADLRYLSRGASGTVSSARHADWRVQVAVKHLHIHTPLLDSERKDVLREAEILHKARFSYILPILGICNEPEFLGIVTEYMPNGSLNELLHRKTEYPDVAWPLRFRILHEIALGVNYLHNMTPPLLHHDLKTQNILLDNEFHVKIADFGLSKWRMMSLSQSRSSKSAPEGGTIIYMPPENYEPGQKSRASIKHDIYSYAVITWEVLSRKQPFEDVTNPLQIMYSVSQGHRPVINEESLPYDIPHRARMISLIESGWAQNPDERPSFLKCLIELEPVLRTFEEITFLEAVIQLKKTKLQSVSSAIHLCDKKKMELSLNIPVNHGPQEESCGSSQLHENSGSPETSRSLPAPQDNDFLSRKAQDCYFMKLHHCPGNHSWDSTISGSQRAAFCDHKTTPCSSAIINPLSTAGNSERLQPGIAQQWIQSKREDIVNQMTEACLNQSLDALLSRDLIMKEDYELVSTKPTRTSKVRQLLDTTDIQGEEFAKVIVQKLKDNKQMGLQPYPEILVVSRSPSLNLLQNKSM
# TLR9-MyD88 inh = inhibitors of TLR9-MyD88 association in cells, primary screen, cell-based, CHO, BLA complementation, fluorescence. CCF4 FRET ratio. inhibition, % at 4.98 µM. 340,000 tested, 0.21% active. AID 504734, 2011;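 active = inhibition above the mean over all tested compounds plus 3 SD, cut at about 21% in these data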;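 note: 0% = DMSO only wells and 100% = clavulanate BLA inhibitor control wells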
# MC4R antagonist = MC4R antagonists of cAMP signaling, primary screen, cell-based, TR-FRET, antagonist arm of biased-ligand search. inhibition, % at 6.5 µM. Melanocortin receptor 4 (Homo sapiens), P32245. 360,000 tested, 0.48% active. MC4R-expressing cells, MTII-stimulated cAMP, LANCE TR-FRET. AID 540295, 2011;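 active = inhibition above its plate's cutoff, the mean of tested wells on that plate plus 3 SD, cut at about 29% in these data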;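 note: 0% = Melanotan II alone and 100% = Melanotan II plus saturating MCL0020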
#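 material = U2OS cells stably expressing human melanocortin 4 receptor (MC4R) | also added = Melanotan II challenge | dosing = single nominal compound dose of 6.5 µM | detection = TR-FRET with Eu-cAMP and labeled anti-cAMP, 671 nm | replication = singlicate | timing = compound 30 min, challenge 1 h, detection 1 h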
# ABHD5 PLIN5 PPI = ABHD5-PLIN5 interaction inhibitors, primary screen, cell lysate, split luciferase complementation, luminescence | Perilipin-5 (Homo sapiens) + 1-acylglycerol-3-phosphate O-acyltransferase ABHD5 (Homo … | Split G. princeps luciferase complementation, 4 h | inhibition, % at 4 µM | 360,000 tested, 0.78% active | AID 602281, 2012;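 active = inhibition above the mean inhibition across every tested compound plus 3 SD, cut at about 22% in these data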;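 note: 0% = DMSO only wells and the 100% control is not disclosed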
# The depositor's hits bear a star; x = no result given; & = joins results of further samples.
SMILES,NCOA2 inhibitor,ABCB6 inh 2,Glyco luc inh,m5-HT2A agonist,MC4R barr agon,Cardio protect,NOD2 RIPK2 PPI,TLR9-MyD88 inh,MC4R antagonist,ABHD5 PLIN5 PPI
CP(=O)(O)CCCN,9,97,5,1,0.0,-2,-5,-1,6,1
COC(=O)[C@@H]1N=C(c2ccc(OC)cc2)O[C@]12C(=O)N(Cc1ccccc1)c1ccccc12,-27,99,x,-5,x,x,6,x,x,5
Cc1cccc(C(=O)NC(Oc2ccccc2)C(Cl)(Cl)Cl)c1 (stereo unspecified),-34,94,-2,-5,4.1,1,6,1,8,7
COc1ccc(CN2CCCC(C(=O)c3sccc3C)C2)cc1O (stereo unspecified),-5,99,1,-2,-1.4,11,3,-5,6,4
C[n+]1ccc(-c2cc[n+](C)cc2)cc1,-11&-18,93&97,0&3,5&5,-0.7&-0.1,9&-1,-6&-29,-9,10&4,1&-7
COC(=O)C1=C(c2ccc3ccccc3c2)C[C@@H]2CC[C@H]1N2C(=O)NCc1ccc(C(F)(F)F)cc1,14,98,-5,-7,-0.5,-8,-5,-1,8,-7
CCCCn1c(NS(=O)(=O)c2ccccc2)c(C(=O)OCC)c2nc3ccccc3nc21,-12,99,3,-2,0.4,-10,12,13,-9,-25
CC(C)N1C(=O)CC2(CC[N+](C)(CCOC(=O)C(O)(c3ccccc3)c3ccccc3)CC2)C1=O (stereo unspecified),8,107,0,-2,0.3,0,9,-10,0,0
O=P(Oc1ccccc1)(Oc1ccccc1)C(Nc1ccccc1)c1ccccc1 (stereo unspecified),-1,96,-3,3,2.7,18,4,-3,15,-2
COCCCn1c(N)c(C(=O)OC(C)COC)c2nc3ccccc3nc21 (stereo unspecified),2,99,4,-3,-0.7,-7,-16,1,0,-3
CCC(=NCC1CCCO1)c1c(O)n(-c2ccccc2)c(=O)[nH]c1=O (stereo unspecified),-5,102,-1,3,-1.6,0,2,-4,4,-6
Cc1cc(OCC(=O)N2CCC(C(N)=O)CC2)c2c3c(c(=O)oc2c1)CCCC3,-34,103,4,-2,-1.6,8,2,10,10,2
O=C(Nc1ccc(Br)cc1)N1C[C@H]2C[C@@H](C1)c1cccc(=O)n1C2,22,102,0,1,-2.0,-1,2,-9,7,-1
O=C(/C=C/c1ccccc1)c1c(O)n(CCc2ccccc2)c(=O)[nH]c1=O,10,101,5,15*,-0.6,-10,-4,0,7,0
O=C(Nc1ccc(F)c([N+](=O)[O-])c1)N1C[C@H]2C[C@@H](C1)c1cccc(=O)n1C2,1,83,-1,3,-3.7,0,5,5,2,-6
N#CC1=C(N)Oc2c(c(=O)oc3ccccc23)C1c1ccc(OC(=O)N2CCOCC2)cc1 (stereo unspecified),6,102,-1,4,-1.7,4,-10,-3,-2,4
CCCCn1c(O)c(C(C)=Nc2ccc(C(=O)O)cc2)c(=O)[nH]c1=O,6,84,-2,2,-1.9,4,4,-4,4,-20
O=C(OCC(=O)c1ccc([N+](=O)[O-])cc1)/C(=C/c1ccc(Cl)cc1)NC(=O)c1ccccc1,-14,95,-1,0,0.1,14,-12,-11,21,-14
CCOC(=O)CSc1ccc(C(=O)N2CCC3(CC2)OCCO3)cc1[N+](=O)[O-],-17,98,0,6,-1.4,7,-1,-3,9,-5
O=C(CNC(=O)c1cccc(Cl)c1)Nc1ccc(Br)cc1C(=O)c1ccccc1,-12,95,-4,0,-0.2,-11,2,10,2,-5
Cc1ccc2c(c1)C1CN(C)CCC1N2C(=O)c1ccco1 (stereo unspecified),-44,100,1,-7,-1.2,4,1,-2,-1,-4
COc1ccc(C(CC(=O)N2CCC3(CC2)OCCO3)NS(=O)(=O)c2ccc(OC)cc2)cc1 (stereo unspecified),-27,103,-1,2,-1.4,4,-5,4,4,4
Cn1c(O)c(C(c2ccncc2)c2c(O)n(C)c(=S)n(C)c2=O)c(=O)n(C)c1=S,-15,106,1,1,-2.1,9,-2,-14,2,14
O=P1(NCCCl)OCCC(OO)N1CCCl (stereo unspecified),-12,100,x,5,x,x,3,x,x,1
CCC(C)n1c(O)c(/C=N/N2CCOCC2)c(=O)[nH]c1=S (stereo unspecified),-12,105,1,-3,-1.0,4,-8,-7,-4,-23

# Looked up above:
# CCC(=NCC1CCCO1)c1c(O)n(-c2ccccc2)c(=O)[nH]c1=O (stereo unspecified) in NOD2 RIPK2 PPI reads 2
# O=C(CNC(=O)c1cccc(Cl)c1)Nc1ccc(Br)cc1C(=O)c1ccccc1 in TLR9-MyD88 inh reads 10

# (listing goes on)
SMILES,NCOA2 inhibitor,ABCB6 inh 2,Glyco luc inh,m5-HT2A agonist,MC4R barr agon,Cardio protect,NOD2 RIPK2 PPI,TLR9-MyD88 inh,MC4R antagonist,ABHD5 PLIN5 PPI
Cc1ccc2c(c1)C1CN(C)CCC1N2C(=O)Cn1nnc(-c2ccccc2F)n1 (stereo unspecified),-14,97,2,-4,0.6,-2,-4,-9,0,-1
CCOc1cc2[nH]c(=S)n(CCCC(=O)N3CCC4(CC3)OCCO4)c(=O)c2cc1OCC,-23,94,1,0,-2.3,9,-7,-7,29*,-2
COC(=O)C1=C(c2ccc(F)cc2F)C[C@@H]2CC[C@H]1N2C(=O)NCCO,10,97,0,3,-1.6,8,-9,1,11,5
CCCNC(=O)c1c(N)n(CC2CCCO2)c2nc3ccccc3nc12 (stereo unspecified),6,100,8,1,-0.8,4,-3,-11,2,-18
CCN1CCN(Cc2ccc(C)cc2)CC1,-19,95,2,-4,2.0,3,-11,-5,3,-1
CCn1cc(CN2CCCC(C(=O)c3cccc(OC)c3)C2)c(C)n1 (stereo unspecified),-12,99,-1,0,-3.6,-7,6,-13,-1,2
O=c1c2ccccc2nc(CBr)n1-c1ccc(Cl)cc1,-18,95,1,4,0.2,3,-30,5,5,-5
Cc1ccc(-n2c(O)c(/C=N/NC(=O)c3ccncc3)c(=O)[nH]c2=O)cc1C,-8,105,2,-4,0.3,-1,5,2,-3,-3
O=[N+]([O-])c1ccc(N2CCCC2)c2ncccc12,1,94,3,1,1.2,-12,-3,-6,-8,3
Cc1ccccc1C(=O)N1CC1C (stereo unspecified),12,96,3,1,-0.2,2,-11,-10,4,0
Cc1ccc(Cn2nc(C)c(C=O)c2Cl)cc1,1,100,3,1,-0.1,1,-3,-5,31*,4
COc1ccc(C(c2nnnn2C2CCCC2)N2CCC3(CC2)C(=O)NCN3c2ccccc2)cc1 (stereo unspecified),13,104,-2,0,x,20,-31,x,x,-8
O=c1[nH]c(=S)n(CCC2=CCCCC2)c(O)c1C=NCCCn1ccnc1,22,89,2,4,1.1,-1,-8,0,0,12
O=C(O)CCn1cc(C=C2C(=O)NC(=O)NC2=O)c(-c2ccc(Br)cc2)n1,9,102,3,-3,0.0,0,-3,-23,4,25*
CCOC(=O)[C@]12Cc3cc(C)ccc3[C@H]1N(Cc1ccccc1)C(=O)c1cc(F)c(F)cc12,11,102,x,-2,x,x,10,x,x,9
Cc1ccc[n+](CC(O)Cn2c3ccccc3c3ccccc32)c1 (stereo unspecified),-5,96,2,4,6.3,-6,-15,-2,-2,12
COC1C(O)C(C)OC(OC2CCC3(C)C(CCC4C3C(O)CC3(C)C(C5=CC(=O)OC5)CCC43O)C2)C1O (stereo unspecified),58*,104,-16,5,18*,-2,10,-8,3,22*
COc1ccc(CC2=NCCc3cc(OC)c(OC)cc32)cc1OC,-11,97,1,-4,0.8,-15,-14,x,6,-4
N#CC1=C(N)Oc2c(c(=O)sc3ccccc23)C1c1ccncc1 (stereo unspecified),5,104,2,0,2.8,6,5,5,3,-5
O=C(C(Cc1ccccc1)NS(=O)(=O)c1ccc(F)cc1)N1CCC2(CC1)OCCO2 (stereo unspecified),-28,97,3,17*,-0.6,26,6,-3,0,-1
COc1cccc(C(=O)C2CCCN(C3CCOCC3)C2)c1 (stereo unspecified),-1,97,-1,-1,-0.4,0,8,-1,8,1
CN1CCN(c2ncnc(Cl)c2N)CC1,-11,90,-1,-5,-2.1,-2,1,0,-2,-6
OC1(c2ccc(F)cc2)CC2CCC(C1)N2Cc1nnnn1C1CCCC1 (stereo unspecified),9,87,-2,-6,-0.5,-2,7,2,6,-2
COC(=O)C1=C(c2cc3ccccc3o2)C[C@@H]2CC[C@H]1N2C(=O)N1CCC(C)CC1,-18,102,-3,-4,-1.4,-8,2,-3,-7,8
COc1ccc(-n2nnnc2C(c2ccccc2)N2CCC(n3c(=O)[nH]c4ccccc43)CC2)cc1 (stereo unspecified),22,89,-8,10,x,32,1,x,x,-1
O=C(NCP(=O)(Oc1ccccc1)Oc1ccccc1)OCc1ccccc1,-15,94,-1,-2,x,0,-1,x,x,0
C=Cn1ccnc1P(=S)(c1ccc(Cl)cc1)c1nccn1C=C,0,96,2,6,-2.2,-11,-4,-1,1,5
OC(CN1CCOCC1)c1csc2ccccc12 (stereo unspecified),-17,97,-1,7,-1.2,-2,-11,0,0,2
O=[N+]([O-])c1cc(O)c(O)c([N+](=O)[O-])c1,5,98,-3,6,-1.4,4,-7,-3,7,-2
COC(=O)C1=C(c2cc3ccccc3s2)C[C@@H]2CC[C@H]1N2C(=O)N1CCCCC1,15,100,24,-11,-0.2,-12,2,0,-5,2

# One compound at a time, from the list above.
# CC(C)N1C(=O)CC2(CC[N+](C)(CCOC(=O)C(O)(c3ccccc3)c3ccccc3)CC2)C1=O (stereo unspecified) across the screens: NCOA2 inhibitor = 8; ABCB6 inh 2 = 107; Glyco luc inh = 0; m5-HT2A agonist = -2; MC4R barr agon = 0.3; Cardio protect = 0; NOD2 RIPK2 PPI = 9; TLR9-MyD88 inh = -10; MC4R antagonist = 0; ABHD5 PLIN5 PPI = 0
# CP(=O)(O)CCCN across the screens: NCOA2 inhibitor = 9; ABCB6 inh 2 = 97; Glyco luc inh = 5; m5-HT2A agonist = 1; MC4R barr agon = 0.0; Cardio protect = -2; NOD2 RIPK2 PPI = -5; TLR9-MyD88 inh = -1; MC4R antagonist = 6; ABHD5 PLIN5 PPI = 1

# These rows are one share of the data, so the mix of outcomes need not match the whole.
